Rac1 act GTP bind: alters GTP binding to activated mutant human Rac1 | P63000 | GST-Rac1 activated beads, fluorescent GTP binding, flow cytometry; actives lie on both sides; 100% means binding = to untreated wells | percent activity (GTP binding), % at 10 µM | 0.11% of 190,000 active;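 active = GTP binding at least 20 percentage points away from the 100% baseline, in either direction, so actives lie on both sides; inconclusive = Compound likely fluorescent itself, or too few beads counted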
HRas wt GTP: changes GTP binding to wildtype human HRas; GTP binding activity, % at 10 µM; 0.14% of 190,000 active; GST-Ras wt beads, Bodipy-FL-GTP binding, flow cytometry; actives lie on both sides; P01112; AID 759;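 active = GTP binding activity at least 20% away from the 100% baseline, either lowered as inhibitor or raised as activator; inconclusive = flagged as likely green fluorescent, judged across all proteins in the well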;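 note: 0% = unlabeled GTP competition control and 100% = no-compound control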
Target sequence (P01112 whole entry, looked up): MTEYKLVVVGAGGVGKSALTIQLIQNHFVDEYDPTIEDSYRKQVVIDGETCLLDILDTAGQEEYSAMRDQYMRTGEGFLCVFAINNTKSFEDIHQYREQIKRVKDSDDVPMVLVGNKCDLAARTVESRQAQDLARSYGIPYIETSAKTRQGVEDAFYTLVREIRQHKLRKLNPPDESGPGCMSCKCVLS
RGS8-Gao: regulators of human RGS8-Galphao interaction. response (percent of control binding), % at 10 µM. AID 1423. P09471. 0.34% of 220,000 active. multiplexed bead flow cytometry, RGS8-Galphao binding; actives lie on both sides; in the data active = response below about 60% or above about 140%; inactive = in between;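 note: Galphao activated as the GDP aluminium fluoride complex binding bead-coupled RGS8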
Target sequence (P09471 whole entry, looked up): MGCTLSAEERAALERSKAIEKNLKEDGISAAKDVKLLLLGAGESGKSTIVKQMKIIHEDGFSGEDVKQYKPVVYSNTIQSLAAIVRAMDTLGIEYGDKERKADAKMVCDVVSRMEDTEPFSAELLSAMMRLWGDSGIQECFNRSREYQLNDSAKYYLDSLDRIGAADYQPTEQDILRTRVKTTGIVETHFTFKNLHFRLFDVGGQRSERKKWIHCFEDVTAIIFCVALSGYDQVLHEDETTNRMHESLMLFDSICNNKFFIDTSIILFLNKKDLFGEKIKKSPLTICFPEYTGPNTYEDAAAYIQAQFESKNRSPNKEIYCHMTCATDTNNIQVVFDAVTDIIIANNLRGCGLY
Rab7 wt GTP bind: dog Rab7 wildtype GTP binding, inhibitors and activators. GTP binding activity (percent of control), % at 10 µM. AID 758. GST-Rab7 beads, fluorescent GTP binding, flow cytometry; actives lie on both sides; untreated = 100%, excess cold GTP = 0%. 0.055% of 190,000 active;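 active = fluorescent GTP binding to Rab7 beads changed by at least 20 points from the 100% baseline, either direction, mostly lower; inconclusive = compound itself probably fluorescent, or too few beads counted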;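 note: median green fluorescence of bound Bodipy-FL-GTP per Rab7 bead population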
Rac1 wt modul: modulators of human Rac1 wildtype GTP binding; GTP binding activity (% of control), % at 10 µM; GST-Rac1 beads, fluorescent GTP binding, flow cytometry; actives lie on both sides; 0 = cold GTP competed, 100 = untreated; 0.27% of 190,000 active; AID 757;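 active = GTP binding activity at least 20 points away from the 100% control level, either lower or higher; inconclusive = compound flagged as likely green fluorescent, judged across all proteins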
Rab2 wt GTP: changes GTP binding to wildtype dog Rab2A, up or down; GST-Rab2 wt beads, Bodipy-GTP binding, flow cytometry; GTP binding activity, % at 10 µM; 0.19% of 190,000 active;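 active = GTP binding activity at least 20 points away from 100%, either lowered or raised; inconclusive = signal likely due to the compound's own green fluorescence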;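 note: 0% = beads with excess unlabeled GTP and 100% = no-compound control corrected for plate trend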
Pf gametocyte: P. falciparum stage V gametocyte viability inhibition | P. falciparum stage V gametocytes, ATP luminescence, 24 h | inhibition, % at 10.9 µM | 0.065% of 150,000 active | AID 743093;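 active = inhibition above the mean plus 3 SD of compounds within the control limits, set per campaign, cut at about 38% in these data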;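 note: 0% = DMSO wells and 100% = medium only without gametocytes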
Mcl1 Bid PPI: Mcl-1/Bid interaction inhibition. TR-FRET Mcl-1/Bid-Dy647 peptide binding, 1536-well. inhibition, % at 21.7 µM. 0.97% of 220,000 active. Q07820;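 active = compounds that cut the binding signal by more than half at the single screening dose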;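 note: His-tagged Mcl-1 with europium anti-His antibody binding Bid BH3 peptide; 0% = Mcl-1 plus peptide wells and 100% = peptide-only wells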
Target sequence (Q07820 whole entry, looked up): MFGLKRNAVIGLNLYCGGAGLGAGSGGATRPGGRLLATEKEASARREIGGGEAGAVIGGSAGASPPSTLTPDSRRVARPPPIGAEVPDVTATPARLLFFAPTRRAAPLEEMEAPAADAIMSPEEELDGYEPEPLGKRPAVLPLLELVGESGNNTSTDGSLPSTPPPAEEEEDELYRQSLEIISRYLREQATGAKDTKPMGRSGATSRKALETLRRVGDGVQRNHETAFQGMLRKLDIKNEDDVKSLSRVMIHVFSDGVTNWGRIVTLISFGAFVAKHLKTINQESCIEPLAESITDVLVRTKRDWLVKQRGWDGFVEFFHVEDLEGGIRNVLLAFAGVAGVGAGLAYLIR
Mcl1-Noxa inh: disrupts binding of human Mcl-1 to Noxa peptide; Q07820; TR-FRET Mcl-1/Noxa peptide binding, 2 h; inhibition, % at 21.7 µM; 1.5% of 220,000 active;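 active = compounds that cut the protein-peptide binding signal by more than 50% relative to plate controls in a single-dose test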;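 note: His-tagged Mcl-1 with rhodamine Noxa BH3 peptide and terbium anti-His antibody; 0% = Mcl-1 plus Noxa peptide wells and 100% = peptide-only wells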
Cdc42 wt: modulators (inhibitors or activators) of GTP binding to human Cdc42 wildtype. P60953. GST-Cdc42 beads, Bodipy-GTP binding, flow cytometry; actives lie on both sides. 0.2% of 190,000 active. percent activity (GTP binding), % at 10 µM;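 active = percent activity GTP binding at least 20 points away from the 100% baseline, either down as inhibitor or up as activator; inconclusive = compound flagged as likely green fluorescent from well-wide comparison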;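 note: median bead fluorescence of bound Bodipy-FL-GTP at 100 nM; 0% = excess unlabeled GTP control and 100% = no compound control; below 100% means less GTP binding so inhibitor and above means activator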
Target sequence (P60953 whole entry, looked up): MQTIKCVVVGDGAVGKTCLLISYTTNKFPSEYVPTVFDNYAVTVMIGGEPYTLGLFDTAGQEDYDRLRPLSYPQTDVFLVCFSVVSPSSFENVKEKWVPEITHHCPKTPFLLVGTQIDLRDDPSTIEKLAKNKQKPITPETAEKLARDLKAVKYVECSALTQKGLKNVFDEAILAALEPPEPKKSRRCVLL
Mcl-1 Bim block: disrupts Bim peptide binding to human Mcl-1; Q07820; inhibition, % at 10 µM; Bead-based flow cytometry, Bim peptide-Mcl-1 binding; 0.1% of 190,000 active; AID 1009; in the data active = inhibition above about 40%;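 note: 0% = no compound tracer wells and 100% = peptide blocker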
An asterisk follows results filed as active; ? = inconclusive; . = not tested or not shown.

Start of the listing, in advance (2 entries):
SMILES | Rac1 act GTP bind | HRas wt GTP | RGS8-Gao | Rab7 wt GTP bind | Rac1 wt modul | Rab2 wt GTP | Pf gametocyte | Mcl1 Bid PPI | Mcl1-Noxa inh | Cdc42 wt | Mcl-1 Bim block
CC(SCc1ccccc1)C(=O)N/N=C/c1cc2c(cc1Br)OCO2 (stereo unspecified) | 96.0 | 103.0 | 103.0 | 101.0 | 100.0 | 101.0 | . | -6.1 | 16.1 | 103.0 | 0.0
O=C(NCCN1CCOCC1)c1ccc2c(c1)N(Cc1ccccc1)CCS2 | 97.0 | 96.0 | 103.8 | 96.0 | 101.0 | 98.0 | . | -37.9 | 9.9 | 98.0 | -1.0

This part in full (from the top)
SMILES | Rac1 act GTP bind | HRas wt GTP | RGS8-Gao | Rab7 wt GTP bind | Rac1 wt modul | Rab2 wt GTP | Pf gametocyte | Mcl1 Bid PPI | Mcl1-Noxa inh | Cdc42 wt | Mcl-1 Bim block
CC(SCc1ccccc1)C(=O)N/N=C/c1cc2c(cc1Br)OCO2 (stereo unspecified) | 96.0 | 103.0 | 103.0 | 101.0 | 100.0 | 101.0 | . | -6.1 | 16.1 | 103.0 | 0.0
O=C(NCCN1CCOCC1)c1ccc2c(c1)N(Cc1ccccc1)CCS2 | 97.0 | 96.0 | 103.8 | 96.0 | 101.0 | 98.0 | . | -37.9 | 9.9 | 98.0 | -1.0
Cc1nc(S(=O)(=O)N(C)Cc2ccccc2)c(C#N)c(C)c1Cl | ? | ? | 91.6 | ? | ? | ? | . | -14.1 | -8.3 | ? | 0.0
Cc1cc2occ(CC(=O)Nc3nnc(C4CC4)s3)c2cc1C | 99.0 | 105.0 | 99.6 | 103.0 | 106.0 | 102.0 | 8.8 | 1.8 | 1.9 | 105.0 | -4.0
CC(=O)NNC1=Nc2ccccc2N(C)C(C)C1 (stereo unspecified) | 101.0 | 102.0 | 105.4 | 103.0 | 106.0 | 101.0 | . | -52.6 | 4.2 | 101.0 | -5.0
CCOC(=O)C1CCCN(C(=O)c2cc(=O)c3ccccc3o2)C1 (stereo unspecified) | 99.0 | 104.0 | 108.1 | 103.0 | 107.0 | 103.0 | . | -2.5 | -11.4 | 103.0 | 0.0
CSc1cc(C)n(-c2ccc(Cl)cc2)c(=S)c1C(C)=O | 97.0 | 101.0 | 99.8 | 96.0 | 98.0 | 102.0 | -3.4 | -71.4 | 15.6 | 100.0 | 0.0
CC(=O)Nc1ccc(C(=O)N/N=C/c2ccccc2OCc2ccccc2)cc1 | 94.0 | 94.0 | 78.2 | 95.0 | 99.0 | 94.0 | -13.7 | -13.8 | 3.5 | 94.0 | 0.0
COCCn1c(=N)c(C(=O)NCCc2ccc(OC)cc2)cc2c(=O)n3cccc(C)c3nc21 | 98.0 | 100.0 | 99.8 | 97.0 | 99.0 | 99.0 | . | . | . | 102.0 | -1.0
Cn1c(NC(=O)c2ccccc2)cc(=O)n(C)c1=O | 97.0 | 101.0 | 100.8 | 101.0 | 103.0 | 98.0 | . | -9.1 | 15.5 | 102.0 | -1.0
CCN(CC)c1ccc(NC(=O)c2cccc(OC)c2)c(C)c1 | 101.0 | 104.0 | 98.7 | 110.0 | 104.0 | 106.0 | . | -32.6 | 22.5 | 105.0 | -1.0
COC(=O)c1ccccc1NC(=O)CN1C(=O)C2CCCN2c2ncc(Cl)cc21 (stereo unspecified) | 100.0 | 101.0 | 107.0 | 105.0 | 104.0 | 100.0 | . | -24.9 | -11.1 | 103.0 | 1.0
Cc1ccc(NC(=O)c2cc3ccccc3o2)cc1S(=O)(=O)N(C)C | 96.0 | 98.0 | 100.8 | 96.0 | 99.0 | 96.0 | 2.0 | -14.1 | 3.4 | 99.0 | 0.0
Cc1cccc(OCC(=O)Nc2ccccc2N2CCN(C(=O)C(C)C)CC2)c1C | 95.0 | 99.0 | 102.0 | 94.0 | 98.0 | 97.0 | . | 0.2 | 7.5 | 99.0 | -3.0
COc1cccc(C(=O)NCC(=O)OCC(=O)Nc2ncc(Cl)cc2Cl)c1 | 92.0 | 96.0 | 96.8 | 100.0 | 97.0 | 94.0 | -15.8 | -39.1 | 23.4 | 89.0 | -2.0
COc1ccc(C(=O)/C=C/c2ccccc2C(F)(F)F)cc1 | 90.0 | 92.0 | 92.7 | 92.0 | 88.0 | 90.0 | . | -6.8 | . | 94.0 | -2.0
CCC(CC)c1nnc(NC(=O)c2ccc(S(=O)(=O)N3CCc4ccccc4C3)cc2)s1 | 100.0 | 102.0 | 97.6 | 101.0 | 102.0 | 102.0 | 16.3 | -27.8 | 10.0 | 100.0 | -1.0
Cc1cc(C)c(S(=O)(=O)c2ccc(Cl)cc2)c(Cl)n1 | 97.0 | 98.0 | 95.4 | 99.0 | 100.0 | 97.0 | 18.9 | -0.1 | -2.0 | 95.0 | 0.0
O=C(Nc1ccccc1C(=O)N1CCOCC1)c1ccc(CSc2ccccc2)cc1 | 98.0 | 100.0 | 102.5 | 109.0 | 101.0 | 102.0 | . | -9.9 | 10.3 | 96.0 | -1.0
CCOc1cc(/C=N/N=C(\N)c2nonc2N)cc(Br)c1OCc1cccc2ccccc12 | 102.0 | 102.0 | 104.6 | 103.0 | 107.0 | 102.0 | 11.6 | 3.0 | -9.2 | 107.0 | 5.0
Cc1c2cccn2cc[n+]1C | 97.0 | 99.0 | 101.9 | 96.0 | 99.0 | 96.0 | . | -0.5 | 14.7 | 100.0 | -2.0
CC(C)NC(=O)/C=C/C(=O)O | 97.0 | 101.0 | 104.7 | 107.0 | 102.0 | 101.0 | -3.5 | 10.8 | 13.2 | 98.0 | -1.0
CCOc1ncccc1C(=O)OCc1cc(=O)oc2c(C)c(C)ccc12 | 99.0 | 103.0 | 99.1 | 97.0 | 103.0 | 101.0 | . | -15.6 | -83.1 | 103.0 | 0.0
Cc1ccc(C(=O)NCCSc2ccccc2)cc1S(=O)(=O)Nc1ccccc1 | 96.0 | 97.0 | 107.0 | 95.0 | 93.0 | 96.0 | . | 1.5 | . | 96.0 | 0.0
CC(=O)N1CCc2cc(NS(=O)(=O)c3cccs3)ccc21 | 96.0 | 99.0 | 102.5 | 103.0 | 101.0 | 101.0 | . | -38.4 | 12.1 | 98.0 | -1.0
COc1ccc(CN(Cc2ccc(C(=O)O)cc2)C(=S)Nc2ccccc2F)cc1OC | 98.0 | 100.0 | 101.7 | 110.0 | 102.0 | 104.0 | . | -10.8 | 7.5 | 98.0 | -4.0
COC(=O)c1ccc(-c2noc(CN(C)Cc3ccncc3C)n2)cc1 | 94.0 | 97.0 | 103.5 | 104.0 | 99.0 | 96.0 | -7.1 | -11.3 | -6.2 | 98.0 | -4.0
O=C(COc1cccnc1[N+](=O)[O-])N1CCN(S(=O)(=O)c2ccc3ccccc3c2)CC1 | 96.0 | 95.0 | 102.5 | 98.0 | 94.0 | 91.0 | -9.1 | -23.3 | 2.1 | 97.0 | 2.0
COCCn1c(SCC(=O)c2cc(C)n(C)c2C)nc2ccccc2c1=O | 94.0 | 95.0 | 100.6 | 105.0 | 95.0 | 99.0 | . | -43.5 | 9.2 | 95.0 | 2.0
Cc1ccc(S(=O)(=O)NC(=O)c2ccccc2)cc1C(C)C | 91.0 | 94.0 | 100.9 | 98.0 | 95.0 | 96.0 | 9.6 | -5.1 | -7.5 | 91.0 | 0.0
O=C(Nc1cccs1)Nc1ccc(Br)cc1F | 102.0 | 100.0 | 99.4 | 100.0 | 106.0 | 99.0 | 15.5 | -30.9 | 14.5 | 104.0 | -1.0
COc1cc(OC)c2c(c1O)OC(c1ccccc1)CC2=O (stereo unspecified) | 95.0 | 96.0 | 99.2 | 103.0 | 99.0 | 97.0 | . | -6.2 | 54.2* | 97.0 | -3.0
Nc1[nH][nH]c(=O)c1N=Nc1cccc(Cl)c1 | 97.0 | 100.0 | 100.5 | 104.0 | 99.0 | 99.0 | 21.4 | -61.1 | 6.6 | 98.0 | 1.0
O=C(CSc1nc2ccccc2s1)Nc1ccc2c(c1)OCO2 | 96.0 | 94.0 | 103.5 | 93.0 | 98.0 | 94.0 | 5.3 | 1.7 | 25.7 | 94.0 | -3.0
CN(Cc1ccc(-n2cccn2)cc1)C(=O)c1cnn2c1NC(c1ccco1)CC2C(F)(F)F (stereo unspecified) | 98.0 | 101.0 | 98.3 | 98.0 | 104.0 | 100.0 | . | -35.0 | -1.2 | 100.0 | -1.0
CC(=O)Nc1ccc(S(=O)(=O)Nc2nnc(CC(C)(C)C)s2)cc1 | 92.0 | 96.0 | 101.8 | 103.0 | 97.0 | 98.0 | -3.2 | 0.3 | 5.8 | 93.0 | -8.0
O=C(Cc1cccs1)Nc1cccc(-c2ccc3nncn3n2)c1 | 96.0 | 96.0 | 101.8 | 103.0 | 97.0 | 99.0 | -31.5 | 6.5 | -5.6 | 96.0 | -1.0
COc1ccc(-n2c(C(C)n3nc(C)c([N+](=O)[O-])c3C)n[nH]c2=S)cc1 (stereo unspecified) | 97.0 | 103.0 | 103.5 | 102.0 | 105.0 | 102.0 | -13.7 | -23.8 | 12.1 | 104.0 | 0.0
Cc1nc(N2CCCCC2)sc1C(=O)c1ccc(SCCO)c([N+](=O)[O-])c1 | 100.0 | 99.0 | 102.7 | 107.0 | 97.0 | 97.0 | 14.4 | 13.3 | 7.3 | 97.0 | -3.0
CCOC(=O)c1c(C)[nH]c(C(=O)N/N=C/c2ccc(Br)cc2)c1C | 93.0 | 94.0 | 102.9 | 99.0 | 95.0 | 95.0 | . | 6.2 | 24.2 | 98.0 | -4.0
CCCC1(C(=O)OCC)NC(c2ccc(N(C)C)cc2)C2C(=O)N(c3ccc(F)cc3)C(=O)C21 (stereo unspecified) | 98.0 | 100.0 | 103.3 | 103.0 | 102.0 | 100.0 | -16.5 | -44.0 | 1.2 | 100.0 | 0.0
CCOC(=O)C1CCCN(C(=O)c2cc3ncc(Br)cn3n2)C1 (stereo unspecified) | 98.0 | 101.0 | 98.0 | 101.0 | 99.0 | 100.0 | 8.9 | 0.0 | -25.4 | 100.0 | -3.0
CC(c1ccc(F)cc1)n1cc(C(=O)NCCN(C)C)nn1 (stereo unspecified) | . | . | 92.5 | . | . | . | -0.2 | -30.8 | -3.6 | . | -2.0
CC(C)OC(=O)C(NC(=O)c1ccccc1)=C1CCCCC1 | 100.0 | 103.0 | 101.1 | 96.0 | 101.0 | 103.0 | . | -10.7 | -9.7 | 105.0 | -2.0
CC1(C)CC(=O)C2=C(C1)Nc1ccccc1NC2c1ccccn1 (stereo unspecified) | 96.0 | 102.0 | 98.9 | 99.0 | 100.0 | 101.0 | . | -56.5 | -1.8 | 99.0 | 1.0
Cc1cccc(NC(=O)CN(c2ccc(C(C)C)cc2)S(=O)(=O)c2c(C)nn(C)c2C)n1 | 97.0 | 102.0 | 103.1 | 105.0 | 104.0 | 104.0 | . | -3.5 | 12.8 | 105.0 | 0.0

Screening results (PubChem)
